LYPLA2 inh: LYPLA2 (human) inhibition in PME1 counter-screen; recombinant LYPLA2, FP-Rh probe fluorescence polarization; inhibition, % at 5.9 µM; 320,000 compounds, 0.38% hits; AID 2177;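 active means inhibition above the screen-wide mean plus 3 SD, limit set per campaign, cut at about 26% in these data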;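 further: 0% = LYPLA2 with DMSO and 100% = wells lacking LYPLA2 enzyme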
PAFAH1B2 FP inh: PAFAH1B2 (human) inhibition. P68402. recombinant PAFAH1B2, FP-rhodamine activity probe, fluorescence polarization. inhibition, % at 3.39 µM. 340,000 compounds, 1.2% hits;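 active means inhibition above the mean of all tested compounds plus 3 SD, cut at about 24% in these data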;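 further: 0% = enzyme with DMSO and 100% = wells lacking PAFAH1B2; many of its hits are not listed in these tables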
Target sequence (P68402 whole entry, looked up): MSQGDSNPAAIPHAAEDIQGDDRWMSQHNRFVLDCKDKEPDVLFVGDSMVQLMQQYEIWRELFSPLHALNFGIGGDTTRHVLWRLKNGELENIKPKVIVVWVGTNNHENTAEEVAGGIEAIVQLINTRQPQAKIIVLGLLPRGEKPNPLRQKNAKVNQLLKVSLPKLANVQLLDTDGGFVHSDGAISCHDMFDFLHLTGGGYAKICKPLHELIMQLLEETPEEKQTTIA
PAFAH1B3 FP inh: blocks human PAF acetylhydrolase 1B catalytic subunit 3. Q15102. recombinant PAFAH1B3, FP-rhodamine probe, fluorescence polarization. inhibition, % at 3.39 µM. 340,000 compounds, 0.28% hits;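 active means inhibition above the screen-wide average of all tested compounds plus 3 SD, cut at about 25% in these data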;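 further: 0% = enzyme with DMSO only and 100% = wells lacking PAFAH1B3 protein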
GSTO1 counter: blocks human GSTO1 in RBBP9 counter-screen. recombinant GSTO1, activity-based probe fluorescence polarization. inhibition, % at 5.96 µM. 300,000 compounds, 1.1% hits;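 active means inhibition above the campaign mean inhibition plus 3 SD, cut at about 35% in these data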;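 further: 0% = GSTO1-1 with DMSO and 100% = wells lacking GSTO1-1 enzyme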
PME-1 inh: blocks human protein phosphatase methylesterase 1; AID 2130; recombinant PME-1, FP-Rh probe fluorescence polarization; inhibition, % at 5.9 µM; 320,000 compounds, 0.53% hits;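 active means inhibition above the campaign mean of all compounds plus 3 SD, cut at about 26% in these data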;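 further: competitive labeling of PME-1 active site by serine hydrolase directed probe; 0% = PME-1 with DMSO and 100% = wells lacking PME-1 enzyme; inhibitors block probe labeling so polarization falls and inhibition rises; many of its hits are not listed in these tables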
PAD4 inh: PAD4 (human) enzyme inhibition. recombinant PAD4, RCA probe fluorescence polarization. inhibition, % at 6.36 µM. 330,000 compounds, 0.41% hits;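 active means percent inhibition above a cutoff equal to the mean of all tested compounds plus 3 SD, cut at about 15% in these data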;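 further: 0% = PAD4 with RCA probe and DMSO and 100% = probe without PAD4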
LYPLA1 counter: blocks human lysophospholipase 1, a PME1 counter-screen | O75608 | recombinant LYPLA1, FP-Rh probe fluorescence polarization | 320,000 compounds, 0.16% hits | inhibition, % at 5.9 µM | AID 2174;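 active means inhibition above the mean of all tested compounds plus 3 SD, set per campaign, cut at about 14% in these data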;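 further: inhibitors block serine hydrolase probe labeling of LYPLA1 so polarization falls; 0% = enzyme with DMSO and 100% = wells lacking LYPLA1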
PREPL inh: inhibitors of human prolyl oligopeptidase-like enzyme PREPL; AID 2751; recombinant PREPL, fluorescence polarization activity-based probe; Q4J6C6; 320,000 compounds, 0.68% hits; inhibition, % at 5.96 µM; in the data active means inhibition above about 43%;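 further: 0% = enzyme with DMSO and 100% = wells lacking enzyme; many of its hits are not listed in these tables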
Target sequence (Q4J6C6 whole entry, looked up): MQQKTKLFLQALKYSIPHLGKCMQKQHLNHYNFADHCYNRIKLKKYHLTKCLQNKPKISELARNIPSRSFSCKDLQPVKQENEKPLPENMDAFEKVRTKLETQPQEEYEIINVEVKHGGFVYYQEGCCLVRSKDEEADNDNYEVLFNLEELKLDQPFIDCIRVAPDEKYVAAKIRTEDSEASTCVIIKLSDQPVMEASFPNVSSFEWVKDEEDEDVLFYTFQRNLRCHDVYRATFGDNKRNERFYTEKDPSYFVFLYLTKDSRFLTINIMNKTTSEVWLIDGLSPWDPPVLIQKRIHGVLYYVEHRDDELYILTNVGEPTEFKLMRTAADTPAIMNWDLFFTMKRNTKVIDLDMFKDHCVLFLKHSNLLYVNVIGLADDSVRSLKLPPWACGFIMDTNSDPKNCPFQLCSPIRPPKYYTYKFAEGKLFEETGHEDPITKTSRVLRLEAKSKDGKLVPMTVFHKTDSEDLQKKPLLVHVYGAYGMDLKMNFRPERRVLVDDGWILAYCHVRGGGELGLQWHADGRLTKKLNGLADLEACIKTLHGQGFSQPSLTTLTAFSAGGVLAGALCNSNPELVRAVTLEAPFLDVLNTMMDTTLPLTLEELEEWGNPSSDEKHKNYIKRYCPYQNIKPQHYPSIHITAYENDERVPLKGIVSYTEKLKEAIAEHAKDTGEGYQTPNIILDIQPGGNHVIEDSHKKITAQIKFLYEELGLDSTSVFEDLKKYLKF
pPAFAH FP inh: pPAFAH (human) enzyme inhibition; Q13093; recombinant pPAFAH, FP-rhodamine probe fluorescence polarization; inhibition, % at 3.39 µM; 330,000 compounds, 1.5% hits;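 active means inhibition above the mean inhibition across the screen plus 3 SD, cut at about 25% in these data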;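 further: inhibitors block binding of the rhodamine activity-based probe so polarization drops; 0% = enzyme with DMSO and 100% = wells lacking pPAFAH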
Active calls of the source: *; · = no result given. The list is partial; count on the stated rates, not on these rows.

Order of results: LYPLA2 inh	PAFAH1B2 FP inh	PAFAH1B3 FP inh	GSTO1 counter	PME-1 inh	PAD4 inh	LYPLA1 counter	PREPL inh	pPAFAH FP inh
1: O=[N+]([O-])c1cccnc1S(=O)(=O)c1ccccc1
 : 11.0	2.2	-2.4	10.4	-4.5	4.5	-0.6	10.6	-1.6
2: O=C(c1ccc(Cl)s1)N1CCc2ccccc21
 : 7.4	-2.4	16.2	-3.8	-4.2	-4.0	-1.5	-18.9	2.8
3: O=c1[nH]c2cc3c(cc2cc1C(c1nnnn1C1CCCCC1)N1CCSCC1)OCCO3 (stereo unspecified)
 : -8.1	-0.7	-2.9	1.2	3.9	-0.1	1.5	3.7	0.7
4: COc1ccc(CCNC(=O)CCN2C(=O)[C@@H]3Cc4ccccc4CN3C2=O)cc1OC
 : 3.0	2.3	9.6	5.5	-1.0	-9.6	-2.1	4.7	3.9
5: CC1CCCCC1NC(=O)/C=C/c1nc2ccccc2s1 (stereo unspecified)
 : -0.3	-0.1	4.1	-10.9	-6.5	-3.5	-2.1	2.1	-2.9
6: O=C(Nc1nccs1)C1CCN(S(=O)(=O)c2ccc(Cl)c(C(F)(F)F)c2)CC1
 : -3.2	5.0	7.9	10.3	-2.9	0.6	-1.3	2.0	-2.9
7: O=C(NN1C(=O)/C(=C/c2cccs2)SC1=S)c1ccncc1
 : 4.2	2.9	14.6	17.7	2.4	-0.4	2.1	0.4	9.9
8: CCc1nn(CC(=O)NCc2cccnc2)c(=O)c2cc3occc3n12
 : 5.7	-2.7	1.6	0.8	-5.3	-4.2	-1.9	8.4	-3.9
9: COc1cccc(CN2CC(C(=O)N(C)Cc3[nH]c4ccccc4c3C)CCC2=O)c1 (stereo unspecified)
 : -5.4	5.2	0.9	-0.6	9.2	-1.2	-6.8	16.3	2.9
10: Cn1c2c(c3ccccc31)CCSC2=O
 : -1.3	3.0	26.2*	-5.7	-4.2	2.1	-3.3	0.6	-0.9
11: CCOC(=O)C1CCN(C(=O)CN(c2ccc3c(c2)OCCO3)S(=O)(=O)c2ccccc2)CC1
 : 5.3	1.8	13.3	-1.4	2.1	6.6	3.7	-3.0	-0.4
12: O=C1CC(c2ccccc2Cl)Cc2c1cnn2-c1nc2ccccc2s1 (stereo unspecified)
 : -10.5	·	·	2.7	-11.3	-2.4	-6.7	-0.8	4.8
13: CCCN=C1NC(=O)C(CC(=O)NCCc2ccc(OC)c(OC)c2)S1 (stereo unspecified)
 : -0.4	1.0	7.6	0.9	1.2	-4.8	0.6	-4.2	-3.4
14: COc1ccc2cc(CN(CC3CCCO3)C(=O)Nc3ccccc3OC)c(=O)[nH]c2c1 (stereo unspecified)
 : 3.6	2.7	2.6	12.7	0.7	1.4	4.2	3.8	2.5
15: Cc1c(NC(=O)C(C)OC(=O)/C=C/c2ccc(OC(F)F)cc2)c(=O)n(-c2ccccc2)n1C (stereo unspecified)
 : -4.9	3.5	6.5	3.0	4.0	-1.3	1.3	7.3	4.7
16: COc1ccc(NC(=O)c2cn(CCC#N)nc2-c2cccs2)cc1
 : -2.9	-2.9	-3.3	16.5	-5.8	-0.1	0.1	-2.3	-1.4
17: Cc1ccccc1-c1nnc(SCC(=O)Nc2cccnc2Cl)o1
 : ·	5.2	4.3	·	·	-0.5	·	14.4	1.9
18: CCOc1ccc(C(=S)N2CCOCC2)cc1OC
 : -1.8	4.1	6.7	0.0	6.0	-0.4	2.1	4.9	-0.8
19: CCCC(=O)N1CCN(c2nc3ccc(CC)cc3s2)CC1
 : 7.2	3.1	11.8	1.4	5.7	0.3	0.6	18.7	10.9
20: CCC(C)c1ccc(OCCn2ccnc2)cc1 (stereo unspecified)
 : -1.8	2.9	-0.1	6.4	-7.6	-3.1	-3.1	-14.4	-3.6

Gathered by group: the entries above with two or more sulfur atoms.
Order of results: LYPLA2 inh	PAFAH1B2 FP inh	PAFAH1B3 FP inh	GSTO1 counter	PME-1 inh	PAD4 inh	LYPLA1 counter	PREPL inh	pPAFAH FP inh
6: O=C(Nc1nccs1)C1CCN(S(=O)(=O)c2ccc(Cl)c(C(F)(F)F)c2)CC1
 : -3.2	5.0	7.9	10.3	-2.9	0.6	-1.3	2.0	-2.9
7: O=C(NN1C(=O)/C(=C/c2cccs2)SC1=S)c1ccncc1
 : 4.2	2.9	14.6	17.7	2.4	-0.4	2.1	0.4	9.9

Remaining list, next part
Order of results: LYPLA2 inh	PAFAH1B2 FP inh	PAFAH1B3 FP inh	GSTO1 counter	PME-1 inh	PAD4 inh	LYPLA1 counter	PREPL inh	pPAFAH FP inh
21: CC(=O)Nc1ccc(C(=O)OCc2ccc(F)cc2Cl)cc1
 : 6.8	-0.6	-4.7	-1.2	2.5	-1.8	-3.4	-12.1	4.9
22: O=C(NCC(c1cccnc1)N1CCOCC1)Nc1ccccc1 (stereo unspecified)
 : 3.6	4.0	0.5	-1.6	-2.7	-3.0	1.1	-2.6	9.4
23: CCCCCCCC(=O)NN=C1CCN(Cc2ccccc2)CC1
 : -4.5	-1.2	6.7	-0.3	0.6	1.9	-4.1	-10.3	2.9
24: Cc1ccc(C)n1-c1ccc(-c2ccn[nH]2)cc1
 : 6.0	-3.5	10.0	-7.8	8.6	-14.6	-1.4	13.3	3.7
25: O=C(/C=C/c1ccco1)Nc1ccc(Oc2ccc(Cl)cc2)cc1
 : 14.3	-2.3	5.2	-6.9	-1.2	-1.2	-7.3	11.0	9.5
26: CCC(C)(C)c1nnc(NC(=O)c2cccc([N+](=O)[O-])c2)s1
 : -6.1	11.0	2.9	-10.3	-0.6	-0.4	-2.6	13.1	6.5
27: CSc1nc2ccc(NC(=O)C3=NNC(=O)CC3)cc2s1
 : 1.1	-0.1	5.6	-9.4	-3.0	-3.6	-2.3	11.3	1.7
28: COc1ccc(/C=C/C(=O)N2CCCc3ccccc32)cc1
 : 3.6	6.5	8.2	1.1	-12.6	4.9	1.3	9.4	4.6
29: Cc1cccc(C)c1OCC(=O)Nc1oc(-c2ccccc2)c(-c2ccccc2)c1C#N
 : -15.3	-1.7	2.5	-11.2	-6.8	5.2	-9.4	-2.4	-5.5
30: O=C(O)c1cccc(N2C(=O)c3cccnc3C2=O)c1
 : -2.2	3.8	6.5	-5.2	0.4	-1.6	1.1	-4.9	-0.3
31: CN(C)c1ccc(/C=N/NC(=O)c2nonc2N)cc1[N+](=O)[O-]
 : 1.3	5.5	2.8	3.4	4.9	-2.4	1.9	4.0	-0.9
32: O=C(Cn1cnc2c(nnn2-c2cccc(Cl)c2)c1=O)NCc1ccccc1
 : -4.0	5.9	-6.2	1.7	-11.9	0.3	-2.3	-7.8	-3.4
33: CN1CCc2ccccc2C1C1CCNCC1 (stereo unspecified)
 : 5.7	1.2	6.7	9.3	-0.6	2.5	0.7	1.6	2.0
34: COc1ccc(C(=O)NCC(=O)c2ccccc2)cc1
 : -6.2	1.7	4.7	-0.1	0.7	1.4	-5.0	9.7	-3.4
35: CCOc1ccc(NC(=O)c2ccc3c(=O)n4c(nc3c2)CCCCC4)cc1
 : -6.1	0.5	14.4	0.5	-6.6	-4.0	-6.6	10.5	3.0
36: CC(NC(=O)Nc1ccccn1)N1C(=O)C2C3C=CC(C3)C2C1=O (stereo unspecified)
 : 1.1	2.3	-1.6	6.3	-6.9	-2.5	-1.9	9.7	-9.4
37: Cc1cccc(NC(=O)c2ccoc2C)n1
 : 0.9	1.2	-2.9	-3.8	0.4	-1.9	-0.6	3.3	4.3
38: CN(CC(=O)Nc1ccc(F)cc1)C(=O)c1cccc(S(=O)(=O)N2CCN(c3ccc(F)cc3)CC2)c1
 : 2.9	6.0	0.1	8.4	0.2	2.1	-3.0	-91.1	-2.5
39: Cn1cnnc1SCC(=O)c1cc2ccccc2o1
 : -3.6	0.6	2.5	2.7	-4.4	-7.5	-3.5	-0.1	5.2
40: O=C(O)CCC(=O)N1CCc2cc(S(=O)(=O)N3CCCCC3)ccc21
 : 0.1	2.8	6.9	-0.8	2.7	-3.7	1.7	5.7	3.6
41: COc1ccc(CNC(=O)c2ccc(C(C)(C)C)cc2)cc1
 : 0.9	-1.8	1.2	2.9	-5.9	-1.5	0.5	-1.8	1.4
42: CC1=C(C(=O)N2CCCC(N3CCN(c4ccccc4F)CC3)C2)OCCO1 (stereo unspecified)
 : 0.1	-4.9	7.3	-1.3	-1.3	1.6	1.7	11.5	7.4
43: O=C(COc1cccnc1[N+](=O)[O-])Nc1ccc2c(c1)OC(F)(F)O2
 : -1.4	2.0	2.9	1.0	-1.9	-1.8	0.2	5.9	-0.9
44: CNc1oc(-c2cccs2)nc1C#N
 : 9.2	-1.2	3.5	0.5	0.6	-1.0	1.1	2.7	4.1
45: CSc1ccc(C(=O)/C=C/c2ccc(N)cc2)cc1
 : 1.8	6.0	11.7	-4.0	-24.4	4.2	-0.3	2.8	0.7
46: O=S(=O)(NCCc1csc(-c2cccnc2)n1)c1cc(F)ccc1F
 : -2.0	6.5	5.5	-0.6	2.6	4.0	-0.3	-7.5	2.3
47: Cn1c(=O)c2c(ncn2CC(=O)OCC(=O)Nc2cc(Cl)ccc2Cl)n(C)c1=O
 : 10.2	-0.1	5.2	6.1	-2.8	-6.8	3.7	-8.2	0.3
48: CCN(CC)S(=O)(=O)c1cc(NC(=O)CNc2cccc(S(=O)(=O)N3CCCC3)c2)ccc1C
 : -6.2	-4.0	-2.5	-4.6	7.8	5.0	-1.6	3.5	4.1
49: Cc1cc(NC(=O)C(C)C)n(-c2nc3ccccc3s2)n1
 : 5.8	2.9	11.6	-0.8	1.9	0.9	-1.7	5.2	2.5
50: CCOc1ccc2[nH]cc(S(=O)(=O)c3ccc(Cl)cc3)c(=O)c2c1
 : 16.0	-2.5	1.6	-2.2	-0.1	1.0	0.3	-7.4	2.5
51: COc1cccc(C2NC(=O)N(CCCC(=O)O)C(C)=C2C(=O)OCc2ccccc2)c1 (stereo unspecified)
 : 0.8	·	·	-5.8	-0.4	7.6	0.7	21.2	-3.4
52: O=C(NCCc1nc2ccccc2[nH]1)c1ccco1
 : 2.8	9.9	1.5	-2.5	-3.9	-2.4	-2.1	-0.5	6.7
53: CC(C)c1ccc(S(=O)(=O)c2cn(Cc3ccc(F)cc3)c3cc4c(cc3c2=O)OCO4)cc1
 : 8.4	·	·	3.2	0.2	-1.0	0.9	9.8	9.4
54: C/C(=N\NC(=O)c1nnn(-c2nonc2N)c1-c1cccs1)c1ccncc1
 : 6.2	1.4	1.9	-5.0	6.5	-0.1	25.3*	10.3	-1.4
55: COc1ccccc1CNCc1ccc(OC)c2ccccc12
 : -1.5	3.2	3.4	1.4	-1.3	-3.7	0.2	8.8	-1.0
56: O=C(CS(=O)(=O)c1ccc(F)cc1)N1CCOCC1
 : 1.5	3.7	3.9	2.8	0.8	-3.8	-7.9	-2.2	1.1
57: COc1ccc(CSc2nnnn2-c2ccc(C(N)=O)cc2)cc1[N+](=O)[O-]
 : -5.3	0.9	0.1	3.3	-9.7	2.6	-1.7	-1.1	0.5
58: Cc1cc(-c2ccc(F)cc2)nc2cc(C(N)=O)nn12
 : 2.8	2.6	3.5	4.5	4.2	-3.8	0.2	12.5	9.1
59: CCN(CC)S(=O)(=O)c1cccc(C(=O)Nc2cc(C)nn2-c2ccccc2)c1
 : 0.0	2.8	8.2	0.7	10.6	-1.1	2.1	5.2	3.5
60: CCN(CC(=O)Nc1ccccc1OC)C(=O)C1CCC1
 : 4.8	4.4	-2.1	4.6	3.1	-0.2	0.4	-3.0	5.4
61: C[C@@H]1C[C@H](O)c2cc(Cl)ccc2N1
 : 1.3	3.6	0.6	1.6	4.8	0.3	-1.9	7.9	1.8
62: C[C@]1(C(=O)O)Cc2oncc2C[C@@H]1C(=O)O
 : -0.6	1.5	9.3	-4.2	-5.9	-2.6	2.0	2.0	2.1
